GSK3beta inhib: human GSK3beta kinase inhibitors, primary screen, biochemical, cell-free homogeneous, HTS; Glycogen synthase kinase-3 beta (Homo sapiens), P49841; GST-GSK3beta kinase, ADP-Glo luminescence, 60 min; active compounds read low; activity score (negative = inhibition), % at 10 µM; 300,000 compounds, 0.038% hits;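 active means more than half of replicate wells score below -50%, meaning over 50% inhibition versus plate controls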;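 further: 0% = median DMSO wells and -100% = median GW8510 positive control wells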
Target sequence (P49841 whole entry, looked up): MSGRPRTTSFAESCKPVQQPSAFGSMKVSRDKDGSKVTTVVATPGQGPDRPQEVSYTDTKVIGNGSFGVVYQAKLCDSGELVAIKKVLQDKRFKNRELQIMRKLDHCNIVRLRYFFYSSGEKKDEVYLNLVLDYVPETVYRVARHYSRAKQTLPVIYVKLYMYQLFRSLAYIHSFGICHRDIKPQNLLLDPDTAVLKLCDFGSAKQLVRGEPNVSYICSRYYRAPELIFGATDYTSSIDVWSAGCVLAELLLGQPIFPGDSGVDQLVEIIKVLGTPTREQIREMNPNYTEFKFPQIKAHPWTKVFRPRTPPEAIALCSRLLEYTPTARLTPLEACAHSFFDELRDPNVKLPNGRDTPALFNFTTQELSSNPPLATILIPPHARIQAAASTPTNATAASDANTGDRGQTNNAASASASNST
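test system = GST-tagged human GSK3beta kinase, cell-free | reagent = 25 µM ATP with peptide substrate | dosing = one dose of 10 µM per compound | schedule = 60 min reaction, RT | detection = luminescent ADP-Glo measurement of ADP formed | control set = DMSO neutral wells and GW8510 at 20 µM as positive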
KLF5 inhibitor: KLF5 expression inhibitors, primary screen, DLD-1 cells, luminescence; DLD-1 KLF5 promoter-luciferase reporter; inhibition, % at 5 µM; 290,000 compounds, 0.23% hits; AID 1700, 2009;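 active means inhibition above a per-plate limit of that plate's mean compound inhibition plus 3 SD, cut at about 60% in these data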;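 further: 0% = DMSO wells and 100% = LY294002 at 200 µM; higher means less KLF5 promoter-driven luciferase light; inactives centre near -14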
HSP90 refold inh: HSP90 inhibitors, primary screen, cell lysate, luminescence; Rabbit reticulocyte lysate, luciferase refolding luminescence, 3 h; inhibition, % at 5.6 µM; 290,000 compounds, 0.91% hits; AID 1789, 2009;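 active means inhibition above the screen-wide mean plus 3 SD, computed separately per campaign, cut at about 16% in these data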;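 further: 0% = DMSO wells and 100% = 60 µM geldanamycin wells; inhibitors lower the luminescence because luciferase stays unfolded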
DYRK1A inh: rat Dyrk1A kinase inhibitors, primary screen, biochemical, single point, plate reader; AID 504441, 2011; 310,000 compounds, 0.43% hits; ADP-Glo luminescence, NFATc1 peptide; inhibition, % at 12.5 µM; in the data active means inhibition above about 50%;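 further: plate controls were vehicle with enzyme for no effect and no enzyme for full effect; many of its hits are not listed in these tables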
Platelet DG rel: inhibitors of platelet dense granule secretion, primary screen, cell-based, MLPCN, human platelets; human platelet-rich plasma, SFLLRN dense granule ATP release, luminescence; inhibition, %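 (compounds screened at 7.5 µM in platelet-rich plasma)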; 300,000 compounds, 0.22% hits; AID 1663, 2009;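 active means mean replicate score, as percent of positive control, at or above 50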
HSF1 activator: HSF-1 activators, primary screen, NIH3T3-HGL cells, MG132 stress, luminescence, single point. 300,000 compounds, 1.7% hits. NIH3T3-HGL HSF-1 luciferase reporter, 8 h; 100% = twice DMSO control signal. activation, % at 9 µM;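 active means mean replicate activation of at least 50% with a set share of replicates each reaching 50%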;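 further: 0% = median of the neutral control wells and 100% = twice that signal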
IEC-6 tox: cytotoxicity in IEC-6 intestinal epithelial cells, primary screen, cytotoxicity control for KLF5 inhibitor project, cell-based, luminescence | inhibition, % at 5 µM | AID 1825, 2009 | IEC-6 cytotoxicity, luminescence viability | 290,000 compounds, 0.78% hits; in the data active means inhibition above about 22%;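 further: 0% = plate median of test compound wells and 100% = cytotoxic reference compound wells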
aSyn UTR inh: MLPCN primary screen, SNCA 5' untranslated region. AID 1813, 2009. 300,000 compounds, 0.82% hits. inhibition, % (tested at 7.5 µM). alpha-synuclein 5'UTR reporter, inhibitor activity; in the data active means inhibition above about 60%;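 further: H4 neuroglioblastoma cells stably carrying SNCA 5'UTR luciferase fusion; 0% = DMSO wells and 100% = positive control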
HSF1 inh: HSF1 inhibitors in luciferase reporter cells, primary screen, cell-based, NIH3T3, luminescence; AID 2098, 2009; activity change, negative = inhibition, % at 7.5 µM (by protocol); NIH3T3-HGL HSE-luciferase, MG132-induced, luminescence 8 h; active compounds read low; 300,000 compounds, 0.77% hits;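 active means more than half of replicate wells show activity change below -50%, luminescence cut by over half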;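 further: luciferase reports HSF-1 transcriptional activity via heat shock element; 0% = median of DMSO wells and -100% = zero luminescence signal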
GSK3A inh: blockers of GSK3A enzyme activity – biochemical, luminescence, cell-free homogeneous, HTS, primary screen | GSK-3 alpha kinase, ADP-Glo luminescence, 60 min | 320,000 compounds, 0.1% hits | Glycogen synthase kinase-3 alpha (Homo sapiens), P49840 | inhibition, % at 10 µM;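 in the data active means inhibition above about 50%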;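 further: GST-tagged GSK-3 alpha with peptide substrate and 25 µM ATP; 0% = DMSO neutral wells and 100% = GW8510 positive control wells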
Target sequence (P49840 whole entry, looked up): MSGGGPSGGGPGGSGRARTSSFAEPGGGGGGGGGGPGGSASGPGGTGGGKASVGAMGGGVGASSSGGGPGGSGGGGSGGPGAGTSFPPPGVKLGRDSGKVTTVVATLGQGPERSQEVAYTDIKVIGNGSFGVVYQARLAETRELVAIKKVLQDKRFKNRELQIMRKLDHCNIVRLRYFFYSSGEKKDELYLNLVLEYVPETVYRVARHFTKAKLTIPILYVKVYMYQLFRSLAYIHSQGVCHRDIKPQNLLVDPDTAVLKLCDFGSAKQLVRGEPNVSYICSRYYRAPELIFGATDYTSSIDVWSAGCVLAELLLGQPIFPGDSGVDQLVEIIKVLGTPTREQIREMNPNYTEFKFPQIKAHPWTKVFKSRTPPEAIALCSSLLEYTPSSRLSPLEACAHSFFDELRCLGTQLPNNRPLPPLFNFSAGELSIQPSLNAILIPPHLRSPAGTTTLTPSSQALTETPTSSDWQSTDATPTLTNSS
Active calls of the source: *; nt = no result given.

SMILES	GSK3beta inhib	KLF5 inhibitor	HSP90 refold inh	DYRK1A inh	Platelet DG rel	HSF1 activator	IEC-6 tox	aSyn UTR inh	HSF1 inh	GSK3A inh
O=C(NC(Cc1ccccc1)C(=O)O)/C(=C/c1ccccc1)NC(=O)c1ccccc1 (stereo unspecified)	6	-21	1	-1	7	6	-1	20	-3	-2
CC(C)(C)c1ccc(NC(=O)Nc2ccc(OCC(=O)N3CCOCC3)cc2)cc1	2	-58	4	2	-8	41	0	-72	15	-2
O=C(O)CCCN1C(=O)C(=O)/C(=C(/O)c2ccc(Cl)cc2)C1c1ccccc1 (stereo unspecified)	4	2	2	-4	-3	nt	-3	-7	nt	0
COc1ccc(NC(=O)C2CC(=O)N/C(=N/N=C/c3ccccc3)S2)cc1 (stereo unspecified)	0	0	-2	3	-15	0	0	-3	-8	-2
CCc1cccc(C)c1N=Cc1c(O)c2ccccc2oc1=O	1	3	4	13	20	18	1	-7	1	-1
O=C(NCCNS(=O)(=O)c1ccccc1)c1cc(OCC(F)(F)F)ccc1OCC(F)(F)F	-1	-1	1	-1	7	0	5	8	-10	-2
Cc1cc(NC(=O)c2ccc3nc(C)sc3c2)no1	3	-34	0	2	5	-73	4	-123	-67*	-2
O=C(COC(=O)C(O)c1ccccc1)NC12CC3CC(CC(C3)C1)C2 (stereo unspecified)	0	-23	-3	-1	-12	-1	-4	2	-2	1
CC1=CC(=Nc2c(C)n(C)n(-c3ccccc3)c2=O)C=C(C)C1=O	1	-16	1	1	4	12	1	-46	2	-3
COc1ccc(C(C)=O)cc1CC(=O)NC1CCCCCC1	-4	-5	1	0	2	-17	3	9	1	-1
Cc1c(C(=O)N2CCN(Cc3ccccc3)CC2)sc2ncnc(N3CCOCC3)c12	1	-2	-2	-5	4	-2	-2	4	-8	3
CC1(CCc2ccccc2)NC(=O)N(CC(=O)N2CC(=O)Nc3ccccc32)C1=O (stereo unspecified)	-3	-29	4	-2	-4	17	-7	-6	3	0
CC(C)=CCc1c(O)c(CC=C(C)C)c2occ(-c3ccc(O)cc3)c(=O)c2c1O	0	nt	nt	-12	-6	-18	nt	-76	-18	-1
Cc1ccnc2c(N3C(=O)C4C5C=CC(C5)C4(C)C3=O)cccc12 (stereo unspecified)	0	-17	-1	0	23	1	-7	3	-4	-1
COc1ccc(N2CCN(C(=O)CSc3nnc(-c4ccc5[nH]c(C)c(C)c5c4)o3)CC2)cc1	-1	-16	-1	-3	-2	6	-10	-28	2	-4
COc1ccc([N+](=O)[O-])cc1NC(=O)CSc1nc(C)cc(C)n1	1	-6	-1	0	0	1	0	16	7	4
CCC(C)(C)NC(=O)CSc1nc(Cc2ccccc2)nc2ccccc12	1	2	0	-3	7	6	-3	0	5	-4
O=CN1CCN(C(=O)Cc2ccc([N+](=O)[O-])cc2)CC1	1	5	7	-3	3	4	-1	8	1	0
CCC(C)(C)NC(=O)C1CCN(c2nc(C)cc(C)n2)CC1	2	-21	2	12	-8	2	-8	-14	-5	0
CC(C)C(=O)NC(C)C(c1cccs1)N1CCOCC1 (stereo unspecified)	0	5	2	6	8	-6	-5	-10	-3	-1
COC(=O)c1sccc1NC(=O)c1cc(-c2cc(C)ccc2C)nc2ccccc12	nt	3	-2	3	4	-7	0	23	-16	-6
Cc1ccccc1CCNC(=O)C1CC(O)CN1C(=O)Nc1ccccc1 (stereo unspecified)	nt	-27	-2	nt	4	-3	-1	3	-2	-3
Cc1cc(C)nc(/N=C(\N)Nc2ccc(S(=O)(=O)Nc3nccc(C)n3)cc2)n1	1	-30	1	0	13	-7	4	-14	3	-1
CN(CC(=O)NCc1ccc(F)cc1)S(=O)(=O)c1cccc2nsnc12	-1	-4	5	4	17	-35	6	1	-19	3
Cc1ccccc1NC(=O)CSc1nc2cc3c(cc2cc1C)CCC3	-1	-30	-1	6	-13	-3	-8	15	-2	-3
CCCNC(=O)c1ccc2c(c1)CCN2S(C)(=O)=O	0	-12	2	-1	4	-3	0	-2	-8	0
N#CC[C@H](Cc1ccccc1)N1CC[C@@H](O)CCC1=O	-9	-4	-2	1	10	-6	-6	1	0	-1
Cc1c(NS(=O)(=O)c2ccc3nc(COc4ccccc4Cl)[nH]c3c2)c(=O)n(-c2ccccc2)n1C	1	-23	-4	-2	-7	-3	-1	18	7	-1
Cc1ccc(S(=O)(=O)N(C)CC(=O)OCC(=O)Nc2ccccc2)cc1	0	9	3	-4	7	17	1	-13	-2	-5
COc1ccc(CC(=S)N2CCOCC2)cc1F	2	-14	4	-6	18	-2	3	3	-3	0
Cc1ccc(NC(=O)N2CCCC2C(=O)Nc2nnc(C(C)C)s2)cc1 (stereo unspecified)	-3	-19	-1	-1	-1	-4	-5	6	-2	-1
NC(=O)CN1C(=O)C2C3C=CC(C3)C2C1=O (stereo unspecified)	0	-6	-1	2	-13	-2	-1	7	2	-2
O=C1CCC(CCC(=O)N2CCCC(C(=O)c3cccc(C(F)(F)F)c3)C2)=NN1 (stereo unspecified)	4	-33	-2	2	-5	23	-11	-18	-4	2
COC(=O)Nc1ccc(SCC(=O)c2cccc([N+](=O)[O-])c2)cc1	0	-15	0	3	2	14	0	8	8	-1
NC(N)=NC(N)=Nc1ccc(SC(F)(F)F)cc1	-1	12	1	-4	-1	-14	35*	0	-11	3
Cc1nn(C)cc1C(C)NC(=O)c1cc(COc2cccc3cnccc23)on1 (stereo unspecified)	-2	-15	2	44	11	-20	-13	1	-10	-1
CSCc1ccc(C(=O)N2CCC(CCC(=O)N(C)Cc3ccccc3)CC2)o1	2	-9	-4	-3	7	8	-15	-11	5	-3
COc1ccc(/C=C/c2nc3cc(-c4ccccc4)ccc3o2)cc1O	2	-60	2	30	-8	7	-2	-43	4	1
CSCCC(NS(=O)(=O)c1ccc2c(c1)oc(=O)n2C)C(=O)NCc1cccs1 (stereo unspecified)	-3	-11	0	16	0	35	-2	-16	8	-1
Cc1nn(-c2ccccc2)c(Cl)c1/C=C1\SC(=S)N(C)C1=O	2	0	3	-2	16	21	0	5	-9	-1

Arranged by the number under HSF1 activator (low to high): 3 from the list above
mol	HSF1 activator
Cc1cc(C)nc(/N=C(\N)Nc2ccc(S(=O)(=O)Nc3nccc(C)n3)cc2)n1	-7
Cc1c(NS(=O)(=O)c2ccc3nc(COc4ccccc4Cl)[nH]c3c2)c(=O)n(-c2ccccc2)n1C	-3
O=C1CCC(CCC(=O)N2CCCC(C(=O)c3cccc(C(F)(F)F)c3)C2)=NN1 (stereo unspecified)	23

New compounds follow.
SMILES	GSK3beta inhib	KLF5 inhibitor	HSP90 refold inh	DYRK1A inh	Platelet DG rel	HSF1 activator	IEC-6 tox	aSyn UTR inh	HSF1 inh	GSK3A inh
C=CCNc1nc(N2CCOCC2)c(C#N)c2c1CN(C)CC2	-4	2	-2	-2	2	1	2	27	-8	16
C=CCC1(C#N)C(=S)NC(C)=C(C(=O)OCC)C1c1ccccc1 (stereo unspecified)	-5	-17	4	nt	-10	8	3	6	5	1
O=C(O)CC(c1ccccc1)n1cnnn1 (stereo unspecified)	0	-41	-5	-5	5	5	-4	4	-6	1
COc1ccccc1NC(=O)c1cnc(Nc2ccccc2OC)c2ccccc12	-3	72*	10	0	5	1	69*	101*	-3	3
O=C1C2C(c3ccccc3)C=CC(c3ccccc3)C2C(=O)N1CCCO (stereo unspecified)	4	-5	6	4	5	14	-4	7	-4	4
CCn1ccc2cc(OC)ccc2c1=S	-2	-36	-9	2	-6	-17	-1	-7	0	0
COc1ccccc1-c1ccc(/C=N/O)o1	2	-14	5	nt	-5	-2	2	-11	-6	2
CC(C)NC(=O)c1ccc(CSCc2ccccc2Cl)o1	-2	-73	-2	nt	10	17	3	-3	3	0
CCc1ccc(CCC(=O)Nc2ccc(C)c(C)c2)o1	2	-44	0	1	-2	24	4	-51	19	-3
COc1ccc(C(C(=O)NC2CCCCC2)N(Cc2cccs2)C(=O)Cc2c[nH]c3ccccc23)cc1 (stereo unspecified)	0	-10	2	2	9	-6	-4	19	-1	-1
Cn1nc(CC(=O)NCc2ccc(C(F)(F)F)cc2)c2ccccc2c1=O	1	-46	1	-2	10	-3	4	-10	2	-1
O=C(Nc1ccc(-n2cnnn2)cc1)C1CCCN1C(=O)NC1CCCCC1 (stereo unspecified)	1	5	-2	-16	-2	18	4	7	-1	1

Sorted by SMILES length (lowest first): some entries from above
SMILES	GSK3beta inhib	KLF5 inhibitor	HSP90 refold inh	DYRK1A inh	Platelet DG rel	HSF1 activator	IEC-6 tox	aSyn UTR inh	HSF1 inh	GSK3A inh
O=C(O)CC(c1ccccc1)n1cnnn1 (stereo unspecified)	0	-41	-5	-5	5	5	-4	4	-6	1
O=C1C2C(c3ccccc3)C=CC(c3ccccc3)C2C(=O)N1CCCO (stereo unspecified)	4	-5	6	4	5	14	-4	7	-4	4
Cn1nc(CC(=O)NCc2ccc(C(F)(F)F)cc2)c2ccccc2c1=O	1	-46	1	-2	10	-3	4	-10	2	-1

Single values from the list:
aSyn UTR inh with CC(C)NC(=O)c1ccc(CSCc2ccccc2Cl)o1 → -3
HSP90 refold inh with C=CCNc1nc(N2CCOCC2)c(C#N)c2c1CN(C)CC2 → -2
IEC-6 tox with C=CCC1(C#N)C(=S)NC(C)=C(C(=O)OCC)C1c1ccccc1 (stereo unspecified) → 3

Source: PubChem (several laboratories)

Not all compounds are listed. The share of hits here may be higher or lower than overall.
